Source: PubChem BioAssay (Southern Research Specialized Biocontainment Screening Center)
Salmonella PhoP GFP = PhoP regulon inhibitors, Salmonella typhi PhoP promoter GFP reporter, confirmatory (AID 1850) | inhibition, % at 50 µM; hits with a dose series show IC50 in µM | actives 0.33% (n = 310,000) | Salmonella Typhi PhoP-promoter GFP reporter, fluorescence, 4 h; higher % means a stronger effect; in the data active = a potency from the dose series; inconclusive = inhibition mostly from about 25% at the one dose, without a potency; inactive = the rest, 99 in 100 with inhibition below about 19%;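 also: 0% = induced wells with vehicle and 100% = uninduced wells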
influenza NS1A = H1N1 influenza NS1A inhibitors, functional cell based assay (AID 504329) | actives 0.3% (n = 340,000) | NS1A functional cell-based assay, percent inhibition; higher % means a stronger effect | inhibition, % at 12.5 µM, or IC50 in µM where a hit was titrated; in the data active = a potency from the dose series; inconclusive = inhibition above about 27% without an active follow-up result; also: strong numbers were not always called active
VEEV TC-83 Vero = inhibitors of VEEV TC-83 cytopathic effect, confirmation, Vero cells (AID 588727). Vero cells, VEEV TC-83 cytopathic effect inhibition; higher % means a stronger effect. inhibition, % at 20 µM; hits with a dose series show IC50 in µM. actives 0.13% (n = 350,000); in the data active = a potency from the dose series; inconclusive = inhibition mostly from about 14% at the one dose, without a potency; inactive = the rest, 99 in 100 with inhibition below about 12%; also: strong numbers were not always called active
H37Rv inhibition = M. tuberculosis growth inhibition, HTS (AID 449762) | M. tuberculosis H37Rv growth inhibition, 7H9 media; higher % means a stronger effect | inhibition, % at 25 µM, or IC50 in µM where a hit was titrated | actives 0.59% (n = 330,000); in the data active = a potency from the dose series; inconclusive = inhibition above about 70% without an active follow-up result;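 also: bacterial growth assessed after seven days of incubation; strong numbers were not always called active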
M. tuberculosis = growth inhibition of non-replicating M. tuberculosis (AID 488890); Mycobacterium tuberculosis non-replicating, growth inhibition; higher % means a stronger effect; one-dose inhibition, % at 25 µM; IC50 in µM for titrated hits; actives 0.39% (n = 320,000); in the data active = a potency from the dose series; inconclusive = inhibition mostly from about 82% at the one dose, without a potency; inactive = the rest, 99 in 100 with inhibition below about 76%;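 also: plate controls were DMSO cells for no effect and high antibiotic wells for full effect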
VEEV TC-83 Vero 10K pilot screen = further read-out of VEEV TC-83 Vero, marked with its call; inhibition, %; measured here: 10K pilot screen inhibition
* marks the source's active call; other numbers are inactive results; i = inactive; ? = inconclusive; · = no result given.

Start of the data: the first 14 records, to show the layout:
SMILES	Salmonella PhoP GFP	influenza NS1A	VEEV TC-83 Vero	H37Rv inhibition	M. tuberculosis	others
Cc1c(NC(=O)Nc2cccc(Cl)c2Cl)c(=O)n(-c2ccccc2)n1C	-3%	-5%	1.2%	9%	-20%
COCCN(C(=O)Cc1cccs1)C(C(=O)NC1CCCC1)c1cc(OC)c(OC)c(OC)c1 (centres undefined)	3%	6%	i	-5%	-14%
CN(Cc1cccc(F)c1)C(=O)Cc1ccc(S(=O)(=O)N2CCOCC2)s1	8%	-8%	0.8%	-7%	-8%
COc1cc(NC(=S)NCc2cccnc2)c(OC)cc1Cl	-9%	-7%	2.2%	3%	?
Fc1ccc(-c2csc3ncnc(Cl)c23)cc1	8%	-4%	1.3%	-6%	42%
COC(=O)[C@@]1(Cc2ccc(F)cc2)[C@H]2c3cc(C(=O)N(C)C)n(Cc4ccc(OC(F)(F)F)cc4)c3C[C@H]2CN1C(=O)c1ccccc1	2%	·	·	-9%	35%
O=C1NC2(CCCCCC2)C(=O)N1Cc1ccccc1Cl	1%	20%	0.8%	7%	3%
CC(C)(C)c1ccc(Cn2ccc(-c3ccc4c(c3)OCO4)n2)cc1	-7%	-5%	0.9%	-17%	2%
CN(Cc1nc(-c2ccncc2)no1)S(=O)(=O)c1ccccc1	-8%	-3%	0.5%	-5%	2%
CCN1CCN(CCNC(=O)CCCCCn2c(=O)[nH]c3cc(C(=O)OC)ccc3c2=O)CC1	-4%	2%	4.1%	4%	16%
Cc1ccc(SCc2c(C#N)c3ccccc3n2C)cc1	2%	2%	0.4%	39%	29%
O=P(COc1ccccc1)(c1ccccc1)c1ccccc1	-11%	1%	2.1%	1%	31%
Oc1ccccc1/C=N/NC(=S)NC1CC2C=CC1C2 (centres undefined)	0%	6%	0.5%	?	?
O=C(c1cc(-c2ccc(Cl)cc2)on1)N1CCCCCC1	0%	-4%	0.1%	1%	26%

The list itself, from the start:
SMILES	Salmonella PhoP GFP	influenza NS1A	VEEV TC-83 Vero	H37Rv inhibition	M. tuberculosis	others
Cc1c(NC(=O)Nc2cccc(Cl)c2Cl)c(=O)n(-c2ccccc2)n1C	-3%	-5%	1.2%	9%	-20%
COCCN(C(=O)Cc1cccs1)C(C(=O)NC1CCCC1)c1cc(OC)c(OC)c(OC)c1 (centres undefined)	3%	6%	i	-5%	-14%
CN(Cc1cccc(F)c1)C(=O)Cc1ccc(S(=O)(=O)N2CCOCC2)s1	8%	-8%	0.8%	-7%	-8%
COc1cc(NC(=S)NCc2cccnc2)c(OC)cc1Cl	-9%	-7%	2.2%	3%	?
Fc1ccc(-c2csc3ncnc(Cl)c23)cc1	8%	-4%	1.3%	-6%	42%
COC(=O)[C@@]1(Cc2ccc(F)cc2)[C@H]2c3cc(C(=O)N(C)C)n(Cc4ccc(OC(F)(F)F)cc4)c3C[C@H]2CN1C(=O)c1ccccc1	2%	·	·	-9%	35%
O=C1NC2(CCCCCC2)C(=O)N1Cc1ccccc1Cl	1%	20%	0.8%	7%	3%
CC(C)(C)c1ccc(Cn2ccc(-c3ccc4c(c3)OCO4)n2)cc1	-7%	-5%	0.9%	-17%	2%
CN(Cc1nc(-c2ccncc2)no1)S(=O)(=O)c1ccccc1	-8%	-3%	0.5%	-5%	2%
CCN1CCN(CCNC(=O)CCCCCn2c(=O)[nH]c3cc(C(=O)OC)ccc3c2=O)CC1	-4%	2%	4.1%	4%	16%
Cc1ccc(SCc2c(C#N)c3ccccc3n2C)cc1	2%	2%	0.4%	39%	29%
O=P(COc1ccccc1)(c1ccccc1)c1ccccc1	-11%	1%	2.1%	1%	31%
Oc1ccccc1/C=N/NC(=S)NC1CC2C=CC1C2 (centres undefined)	0%	6%	0.5%	?	?
O=C(c1cc(-c2ccc(Cl)cc2)on1)N1CCCCCC1	0%	-4%	0.1%	1%	26%
Cc1ccc(CCNC(=O)C2CCC(=O)N(CC3CCCCC3)C2)cc1 (centres undefined)	-10%	-3%	1.1%	4%	-5%
Cc1ccc(CC(=O)Nc2nccs2)cc1	-4%	-3%	0.6%	-10%	75%
O=c1cc(Cl)c(-c2ccccc2)nn1Cc1ccc(Cl)cc1	0%	18%	1.3%	4%	33%
CCCN(C(=O)CCNC(=O)Cn1cnc2ccccc2c1=O)c1cccc(Cl)c1	13%	5%	0.2%	3%	-20%
CSc1ccc(S(=O)(=O)Nc2cccc(F)c2)cc1	-1%	·	·	11%	3%
Cc1ccsc1/C=N\NC(=O)c1n[nH]c2c1CCC2	-1%	3%	i	8%	13%
Cn1cnnc1SCC(=O)Nc1cc(S(=O)(=O)N2CCCCC2)ccc1Cl	-21%	1%	2.6%	-6%	-5%
O=C(O)C1CCC(=O)N1C1c2ccccc2Oc2ccccc21 (centres undefined)	-1%	2%	0.1%	-9%	-10%
Cc1c(C(=O)NCC(c2ccco2)N(C)C)oc2c(Cl)cccc12 (centres undefined)	0%	-8%	5.6%	0%	-5%
O=C(CCNC(=O)C1CCN(S(=O)(=O)c2ccc(F)cc2)CC1)NCCc1ccc(Cl)cc1	-5%	3%	0.5%	8%	11%
C=CCNC(=O)CSc1nc2sccc2c(=O)n1-c1ccccc1	2%	-2%	1.1%	-4%	-20%
COc1ccc(N2C(=O)C(OC(C)=O)C2c2ccc(C)cc2)cc1 (centres undefined)	5%	-8%	1.0%	1%	10%
Cc1cc(C)n(-c2nc3ccccc3n3c(C)nnc23)n1	5%	6%	0.1%	-5%	-11%
COc1ccc(-c2noc(-c3ccoc3C)n2)cc1OC	-3%	-4%	5.0%	3%	12%
O=C(CSc1nccn1-c1ccc(F)cc1)NCc1ccc2c(c1)OCO2	-1%	-3%	1.7%	-7%	3%
Cc1cc(Nc2cccc(Cl)c2)nc(N2CCOCC2)n1	-7%	-4%	7.7%	1%	-5%
CCOC(=O)C1CCN(S(=O)(=O)CCNC(=O)c2cccc(OC)c2)CC1	5%	-6%	9.1%	-3%	-4%
N/C(=N\O)c1cccc(CS(=O)(=O)c2ccccn2)c1	4%	-3%	0.7%	4%	2%
CSCc1nc2sc(C(=O)Nc3nc(C)cs3)c(C)c2c(=O)[nH]1	3%	2%	11%	55%	78%
OCCC1CN(Cc2ccc3nsnc3c2)CCN1C1CCCC1 (centres undefined)	6%	3%	i	4%	-15%
CCOc1ccc(-c2nnc(SCC(=O)N3CCCC3)o2)cc1	7%	-3%	2.9%	3%	?
CC(=O)Nc1ccc(S(=O)(=O)NCc2ccc(C(=O)NCc3ccc4c(c3)OCO4)cc2)cc1	9%	-6%	0.3%	-13%	9%
Cc1cc(Nc2ccccc2)n2nc(C)c(-c3ccccc3)c2n1	1%	-8%	0.7%	-2%	·
Cc1ccc(-c2nc3ccccc3s2)cc1NC(=O)c1cc(-n2cnnc2)ccc1Cl	-7%	0%	1.2%	3%	2%
CCOc1ccc(/C=N/Nc2ccc(Cl)nn2)c(O)c1	4%	2%	14%	4.5µM*	?
COc1ccc2cc([C@H](C)C(=O)OCc3cn(CC(=O)c4ccc(O)cc4)nn3)ccc2c1	·	-6%	i	·	·
CC(C)N(C(=O)CSc1nnc(-c2ccc3c(c2)OCO3)n1C)C(C)C	-2%	2%	8.1%	3%	0%
COc1ccc(OC)c(CN2CCN(C(=O)CCC(=O)c3cccs3)CC2)c1	3%	-1%	0.4%	-3%	18%
Cc1ccc(S(=O)(=O)CCN2CCC(n3cccc3)CC2)cc1	7%	3%	i	-4%	16%
O=C(Nc1ccccc1F)c1ccn[nH]1	14%	2%	0.2%	2%	-12%
Cc1[nH]n(-c2ccc([N+](=O)[O-])cc2)c(=O)c1C=NCCN1CCN(C(=O)c2ccc(F)cc2)CC1	-6%	5%	i	4%	11%
Cc1ccc(-c2noc(-c3ccoc3C)n2)cc1	6%	0%	i	3%	-6%
COCC(=O)n1nc(-c2ccccc2)nc1NCc1cccs1	·	-10%	0.7%	·	·
COc1cccc(-c2cc(C(=O)NCc3ccc(Cl)cc3)no2)c1	-17%	-3%	3.6%	10%	31%
COC(=O)C1C2CC(C(Br)C2Br)C1C(=O)O (centres undefined)	·	-15%	1.4%	·	·
CC(/C=N/n1c(-c2cccnc2)n[nH]c1=S)=C\c1ccco1	6%	12%	0.8%	-8%	-14%
C/C(=N\OC(=O)NC(C)C)c1sc(-c2ccccc2)nc1C	9%	-2%	3.9%	10%	19%
O=C(NNc1ccc(O)cc1)c1ccc(Br)cc1	-10%	1%	4.9%	24%	?
CCc1ccc2nc(N(CCCN(C)C)C(=O)c3ccc4c(c3)OCCO4)sc2c1	-2%	7%	33%	11%	59%
Cc1nn(S(=O)(=O)c2ccc(C(C)(C)C)cc2)c(C)c1S(=O)(=O)N1CCOCC1	-2%	4%	2.0%	-7%	-11%
CC(OC(=O)CCCN=C1NS(=O)(=O)c2ccccc21)C(=O)c1ccccc1 (centres undefined)	0%	-7%	0.3%	1%	4%
Cc1cc(=O)n2nc(N3CCCC(C(=O)Nc4ccc(C)c(C)c4)C3)sc2n1 (centres undefined)	-5%	-4%	8.5%	0%	23%	VEEV TC-83 Vero 10K pilot screen=1.9
CCOc1ccccc1C(=O)N/N=C/c1coc2ccc(Cl)cc2c1=O	2%	-1%	3.2%	1%	53%
N/C(CC(=O)NCCOc1ccccc1)=N\O	-3%	0%	0.7%	-4%	2%
CC(C)C(=O)Nc1ccc2c(c1)nc1n2CCSC1	-9%	1%	1.1%	-10%	4%
CC1Cn2c(nc(=O)c3c2NCN(CCc2ccccc2)C3)S1 (centres undefined)	-10%	11%	0.3%	-4%	-9%

The results go on.
SMILES	Salmonella PhoP GFP	influenza NS1A	VEEV TC-83 Vero	H37Rv inhibition	M. tuberculosis	others
COc1ccc(CN(C)C(=O)CNC(=O)c2cccs2)c(OC)c1	·	-18%	0.4%	-7%	-6%
COc1cccc(/C=N/NC(=O)c2c(-c3ccccc3)noc2C)c1OC	-3%	-9%	1.3%	-22%	15%
Cc1cccc(C(=O)N[C@H](C(=O)Nc2nc(C)cs2)C(C)C)c1	12%	-8%	0.5%	15%	48%
c1ccc(Nc2nc3ccccc3[nH]2)nc1	-7%	0%	5.7%	64%	?	VEEV TC-83 Vero 10K pilot screen=2.7
Clc1ccc(CN2CCCCCC2)cc1Cl	-4%	2%	i	-5%	4%
Cc1ccc(CC(=O)N2CCN(c3ccccc3F)CC2)cc1	-3%	-5%	0.2%	-3%	61%	VEEV TC-83 Vero 10K pilot screen=0.9
O=C(c1cc2cc(F)ccc2[nH]1)N1CCC2(CC1)OCCO2	12%	2%	2.4%	-2%	4%
Cc1ccc(S(=O)(=O)N2CCOCC2)cc1C(=O)N1CCOCC1	4%	5%	0.9%	-7%	0%
CCOc1ccc(Cl)cc1CNCCc1ccc(F)cc1	8%	-10%	i	10%	17%
Cc1ccccc1N=CC1=C(O)c2ccccc2C1=O	19%	-1%	8.7%	-1%	16%
Cc1ccc(C(=O)Nc2ccc(S(=O)(=O)Nc3ncccn3)cc2)cc1[N+](=O)[O-]	7%	9%	0.4%	0%	-5%
Cc1ccc(OCCNC(=O)c2ccc(C)cc2)cc1	-6%	17%	2.5%	7%	41%
COc1ccc(C(=O)COC(=O)c2nn(C)c(=O)c3ccccc23)c(OC)c1	-17%	9%	2.2%	7%	12%
O=C(COc1ccccc1Cl)Nc1cccc(S(=O)(=O)NC2=NCCCCC2)c1	4%	-11%	9.4%	2%	17%
CC1CCCC(NC(=O)CN2C(=O)NC(Cc3c[nH]c4ccccc34)C2=O)C1C (centres undefined)	·	-9%	i	-6%	-4%
CCn1nnnc1SCC(=O)Nc1nc(C)c(C)s1	-2%	-1%	2.4%	0%	3%
Cc1ccc(C)c(CN2CCC(CNC(=O)Nc3ccc(Cl)cc3)CC2)c1	-6%	-26%	i	5%	63%
Cn1c(-c2ccc3nc(N)sc3c2)nc2cc(N)ccc21	-10%	3%	6.2%	-8%	-10%
CCOC(=O)Cn1c(=O)n(Cc2ccco2)c(=O)c2ccc(C(=O)NCCc3ccccc3)cc21	-3%	3%	7.4%	?	48%
COCCNC(=O)c1ccc2c(=O)n(Cc3ccco3)c(SCC(=O)NC3CCCC3)nc2c1	-9%	-1%	1.2%	-5%	4%

Outcome played no part in choosing rows (roughly 1.5% active in at least one column).
